All columns: NCI-60 one-dose screen, growth in % after 48 h at 10 µM unless noted; 100 = growth as untreated, 0 = no growth, -100 = all killed.
HL-60(TB): HL-60(TB) leukemia cells. AID 1794776. 78,000 tested, 9% active; active means growth percent below 10
The depositor's hits bear a star; & = joins results of further samples; [ ] = dose if it differs, or a comment.

CCOC(=O)C1=NN(c2ccccc2)C(=O)/C1=C\N1C(=O)CC(=O)NC1=S was read as HL-60(TB) 100.7.
`Cc1cc(C)c(C(=O)c2cccs2)c(C)c1` gave HL-60(TB) 98.3.
COc1ccc(COC(=O)C2C(C=C(C)C)C2(C)C)cc1 (configuration not stated) was read as HL-60(TB) 95.6.
Screening CCOC(=O)C[n+]1cc2ccccc2cn1 returned HL-60(TB) 95.5.
For CCOC(=O)C(C(=O)OCC)C(c1ccccc1)N1CCN(c2ccccc2)CC1 (configuration not stated) the results were HL-60(TB) 97.7.
`CC(=O)[C@@]1(O)CC[C@H]2[C@@H]3CC[C@H]4C[C@@H](O)CC[C@]4(C)[C@H]3C(=O)C[C@@]21C` gave HL-60(TB) 93.8.
COc1ccc2oc(=O)cc(Cc3cn4ccccc4nc3=O)c2c1 was read as HL-60(TB) 93.3.
For O=C1NC(=S)N[C@H]1CC(=O)n1cnc2ccccc21 the results were HL-60(TB) 108.9.
COc1ccc(-c2c(N)n[nH]c2-c2ccc(Cl)cc2O)cc1OC was read as HL-60(TB) 91.9.
CC(O)CN(CCO)CCO (configuration not stated) was read as HL-60(TB) 58.9.
For CC(=O)c1nnn(-c2c(C(=O)n3nc(C)cc3C)sc(=S)n2-c2ccccc2)c1C the results were HL-60(TB) 110.1.
Screening COc1ccc2oc(=O)cc(-c3sc(N4CCCC4)nc3-c3ccccc3)c2c1 returned HL-60(TB) 100.7.
`CCN1CCN(C(=O)NC(C(=O)NC2C(=O)N3C(C(=O)O)=C(CSc4nnnn4C)CSC23)c2ccc(O)cc2)C(=O)C1=O` (configuration not stated) gave HL-60(TB) 113.2.
COc1cc2c(cc1OC)N(CCO)C1=C(C(=O)OC1)C2c1cccc(Br)c1 (configuration not stated) was read as HL-60(TB) 85.5.
For CCN(CC)C1CCCCC1 the results were HL-60(TB) 115.1.
Screening Cc1[nH]c(/C=C/C(=O)c2ccc(C(F)(F)F)c(F)c2)c(C)c1C(=O)NCC(F)(F)F returned HL-60(TB) 78.8&91.1.
For COC(=O)c1c(C(=O)OC)c2ccc3c4ccccc4ccc3n2c1C(=O)OC the results were HL-60(TB) 110.9.
For c1ccc(SCN2CCCCC2)cc1 the results were HL-60(TB) 98.2.
Screening N#C[S-].[Au+].c1ccc(CN2[CH-]N(Cc3ccccc3)C(c3ccccc3)=C2c2ccccc2)cc1 returned HL-60(TB) -44.1*.
For CCCCCOC(=O)COc1ccc(Cl)cc1Cl the results were HL-60(TB) 102.9.
For Nc1ccccc1SCCO the results were HL-60(TB) 102.5.
Screening COc1ccc2cc(C(=O)NCCc3ccccc3)ccc2c1Br returned HL-60(TB) 94.1.
Screening CCCCC(CC)Cn1c(=O)cc(C)c2ccccc21 (configuration not stated) returned HL-60(TB) 91.7.
Screening O=C(CNc1nnc(-c2cccnc2SCc2ccccc2)s1)Nc1nc(Cl)cc(Cl)n1 returned HL-60(TB) 96.2.
Screening C#Cc1cccc(NC(=O)C2CCN(C(=O)C=C)CC2)c1 returned HL-60(TB) 106.1[8.25 µM].
Screening Brc1ccc(Oc2ccc(Br)cc2)cc1 returned HL-60(TB) 125.7&102.3.
For COc1ccc(-c2nn(-c3cccc(NC(=O)Nc4ccccc4)c3)cc2-c2ccncc2)cc1Cl the results were HL-60(TB) -10.6*.
Screening O=C(OCCO)c1c(Cl)c(Cl)c(Cl)c(Cl)c1-c1c2cc(Br)c(=O)c(Br)c-2oc2c(Br)c(O)c(Br)cc12 returned HL-60(TB) 96.3.
Cn1c(=O)c2[nH]c(=S)n(C)c2n(C)c1=O was read as HL-60(TB) 108.5.
COc1cccc(-c2nc3sccn3c2-c2ccnc(NCCNS(=O)(=O)c3ccc(F)cc3)n2)c1 was read as HL-60(TB) 141.7.

Compounds above that have bromine, in the order listed:
COc1cc2c(cc1OC)N(CCO)C1=C(C(=O)OC1)C2c1cccc(Br)c1 (configuration not stated) was read as HL-60(TB) 85.5.
Screening COc1ccc2cc(C(=O)NCCc3ccccc3)ccc2c1Br returned HL-60(TB) 94.1.
Screening Brc1ccc(Oc2ccc(Br)cc2)cc1 returned HL-60(TB) 125.7&102.3.
Screening O=C(OCCO)c1c(Cl)c(Cl)c(Cl)c(Cl)c1-c1c2cc(Br)c(=O)c(Br)c-2oc2c(Br)c(O)c(Br)cc12 returned HL-60(TB) 96.3.

2 records drawn at random from those above:
For c1ccc(SCN2CCCCC2)cc1 the results were HL-60(TB) 98.2.
For Nc1ccccc1SCCO the results were HL-60(TB) 102.5.

By substructure: the entries above containing an aryl thioether with sulfur outside any ring.
`CCN1CCN(C(=O)NC(C(=O)NC2C(=O)N3C(C(=O)O)=C(CSc4nnnn4C)CSC23)c2ccc(O)cc2)C(=O)C1=O` (configuration not stated) gave HL-60(TB) 113.2.
For c1ccc(SCN2CCCCC2)cc1 the results were HL-60(TB) 98.2.
For Nc1ccccc1SCCO the results were HL-60(TB) 102.5.
Screening O=C(CNc1nnc(-c2cccnc2SCc2ccccc2)s1)Nc1nc(Cl)cc(Cl)n1 returned HL-60(TB) 96.2.

(list continues)
For O=C1OC(c2ccccc2)=N/C1=C\c1ccc(/C=C2\N=C(c3ccccc3)OC2=O)cc1 the results were HL-60(TB) 102.0.
Screening C#CC1(O)CCC2(C)C(CCC3C4CCC(=O)C4(C)CCC32)C1 (configuration not stated) returned HL-60(TB) 93.5.
O=C(CNc1ccc(S(=O)(=O)Nc2ncccn2)cc1)Nn1c(COc2ccccc2)nc2ccccc2c1=O was read as HL-60(TB) 91.4.
COc1ccc(C(c2ccc(OCCN(C)C)cc2)c2cc3ccccc3c3ccccc23)cc1 (configuration not stated) was read as HL-60(TB) 3.6*.
`COC1C[C@H](O[C@@H]2C[C@H](O[C@@H]3C[C@H](O[C@@H]4C(=O)c5c(cc6cc(O[C@H]7C[C@@H](O[C@H]8C[C@@H](O)[C@H](O)C(C)O8)[C@H](O)C(C)O7)c(C)c(O)c6c5O)C[C@H]4C(OC)C(=O)[C@@H](O)[C@@H](C)O)OC(C)[C@H]3O)OC(C)[C@@H]2O)OC(C)[C@@H]1O` (some centres not stated) gave HL-60(TB) -0.3*.
Screening Clc1nc(Cl)nc(-c2cn(-c3ccccc3)c3ccccc23)n1 returned HL-60(TB) 84.9.
`COc1cccc(-c2nn(-c3ccccc3)cc2-c2ccnc(NCCNC(=O)Nc3cccc(C(F)(F)F)c3)c2)c1` gave HL-60(TB) 2.2*.
For O=c1[nH]c(N2CCOCC2)nc2c(-c3cccc4c3sc3ccccc34)cc(Cl)cc12 the results were HL-60(TB) 78.9.
For Oc1c(Cl)c(Cl)c2ncccc2c1Cl the results were HL-60(TB) 119.1.
Screening CC(C)C(c1ccccc1)C(O)CC[N+]1(C)CCCCC1 (configuration not stated) returned HL-60(TB) 98.9.
CC(=O)c1ccc(N/N=C(/C(=O)c2ccc(Cl)cc2)c2nc(C)cc(=O)[nH]2)cc1 was read as HL-60(TB) 115.1.
CC12CCCC(=O)N1c1ccccc1-c1nc(-c3ccc(F)cc3)nn12 (configuration not stated) was read as HL-60(TB) 96.0.
`COC(=O)c1cc(C(C)=O)n2c3ccccc3c3ccccc3c12` gave HL-60(TB) 101.1.
`O=C(NCCN1CCC(n2c(=O)[nH]c3cc(Cl)ccc32)CC1)c1ccc(F)cc1` gave HL-60(TB) 100.7.
For CC(C)n1cnc2c(=S)nc[nH]c21 the results were HL-60(TB) 141.3.
For COc1cc(/C=C/C(=O)c2ccc(NC(=O)CSc3nnc(-c4cc(-c5ccc(S(N)(=O)=O)cc5)nc5ccccc45)n3-c3ccccc3)cc2)cc(OC)c1OC the results were HL-60(TB) 95.2.
For CN=C(NC)c1ccc(NC(=O)c2ccc(C(=O)Nc3ccc(C(=NC)NC)cc3)c(Cl)c2)cc1 the results were HL-60(TB) 89.0.
CN(NC(=O)C(=O)NCc1ccco1)C(=O)NC1CCCCC1 was read as HL-60(TB) 124.8.
For COc1cc(OC)c(C(=O)/C=C/c2cccc(C(F)(F)F)c2)c(OC)c1 the results were HL-60(TB) -26.6*.
For CC(=O)Nc1cc(C(C)=O)n(CCc2c[nH]c3ccc(O)cc23)c1 the results were HL-60(TB) 88.9.
Screening CCOC(=O)Cc1nc(N)n(C(=S)NC)n1 returned HL-60(TB) 120.7.
Screening COc1ccc2c(C3(c4c[nH]c5cc(OC)ccc45)C(=O)Nc4ccccc43)c[nH]c2c1 returned HL-60(TB) 86.3.
For CN(C)Cc1ncccc1O the results were HL-60(TB) 143.2.
COc1ccccc1NCS(=O)(=O)O was read as HL-60(TB) 80.9.
For Cc1ccc(S(=O)(=O)Cl)c(Cl)c1 the results were HL-60(TB) 99.0.
COc1cccc(C=O)c1OS(=O)(=O)c1ccccc1 was read as HL-60(TB) 100.2.
For CC1COc2c(N3CCN(C)CC3)c(F)cc3c(=O)c(C(=O)N/N=C/c4ccoc4)cn1c23 (configuration not stated) the results were HL-60(TB) 112.3.
`COc1cccc(Cn2cc(C(=O)Nc3cccnc3Nc3ccccc3)nn2)c1` gave HL-60(TB) 102.3.
`NC(=S)N/N=C/CCC/C=N/NC(N)=S` gave HL-60(TB) 105.5.
Screening CC(=O)C1C(=O)C=C(C)OC1=O (configuration not stated) returned HL-60(TB) 100.6&99.9.
C[C@@H]1C[C@H]2C(=O)O[C@@H](C)C(NC(=O)[C@H](Cc3cc(F)cc(F)c3)NC(=O)Nc3ccc(Cl)cc3F)C(=O)N3CCC[C@H]3C(=O)N3CCCC[C@H]3C(=O)N[C@@H](CO)C(=O)N2C1 (some centres not stated) was read as HL-60(TB) 13.5.
`O=C1C2C3C=CC(O3)C2C(=O)N1/N=C/c1ccc2c(c1)OCO2` (configuration not stated) gave HL-60(TB) 112.7.
Screening COc1ccc2c(c1)CC/C(=C\c1cncc(Br)c1)C2=O returned HL-60(TB) 100.3.
O=C(NNCCO)c1ccncc1 was read as HL-60(TB) 69.5.
`COc1ccc(Cl)cc1Nc1nc(C(F)(F)F)ccc1C(=O)N/N=C/c1ccc([N+](=O)[O-])cc1` gave HL-60(TB) -10.8*.
Screening CN(CCOCCC(=O)NCCCC(O)(P(=O)(O)O)P(=O)(O)O)C(=O)Oc1ccc2c(c1)OCC(c1ccc(F)cc1)C2=O (configuration not stated) returned HL-60(TB) 92.4.
COc1cc(/C=C/C(=O)c2ccc(Cl)cc2)cc(CN2CCCCC2)c1O was read as HL-60(TB) 94.2.
`N/C(=N\C(N)=N\c1nc2ccccc2s1)c1ccnc(Br)c1` gave HL-60(TB) 2.5*.
`Cc1cccc([N+](=O)[O-])c1Cl` gave HL-60(TB) 115.4.
For O=C1NC(=O)C2(CCCc3ccc(N(CCCl)CCCl)cc32)N1 (configuration not stated) the results were HL-60(TB) 37.8.
`FC(F)(F)c1cccc(-c2cn3ccnc3c(-c3ccc4ncn(C5CCCCC5)c4c3)n2)c1` gave HL-60(TB) 98.9.
O=C(/C=C(O)/C=C/c1coc2ccccc12)/C=C/c1coc2ccccc12 was read as HL-60(TB) 100.2.
CCCCCCCCCCNC(=O)CBr was read as HL-60(TB) 134.7.
`CC(C)CCCC(C)[C@H]1CCC2C3CC=C4C[C@@H](O)CC[C@]4(C)C3CC[C@@]21C` (some centres not stated) gave HL-60(TB) 102.2.
`C/C=C/C(=O)N1c2ccccc2CC1c1c(C)[nH]c2ccccc12` (configuration not stated) gave HL-60(TB) 86.0.
For COC(=O)c1cc(C(=O)C(F)(F)F)n2c3ccccc3c3ccccc3c12 the results were HL-60(TB) 99.5.
Screening O=c1cc(NNC(=S)Nc2ccccc2)c2ccccc2[nH]1 returned HL-60(TB) 101.3.
Screening CCOC(=O)CCCCCNC(=O)c1ccccc1 returned HL-60(TB) 95.7.
For Cc1ccc(NC(=O)c2ccc(Cl)cc2Cl)cc1C the results were HL-60(TB) 107.4.
`CSc1nc2ccccc2c(=O)n1CCc1ccc(S(N)(=O)=O)cc1` gave HL-60(TB) 82.9.
Screening O=C(Cn1cc(CN2C(=O)c3ccccc3S2(=O)=O)nn1)Nc1ccc(Br)cn1 returned HL-60(TB) 93.6.
`S=c1nc(-c2ccccc2)oc(=NC2CCCCC2)n1C1CCCCC1` gave HL-60(TB) -36.5*.
For CCCCCCOc1ccc(N=[N+]([O-])c2ccc(OCCCCCC)cc2)cc1 the results were HL-60(TB) 102.9.
Screening COc1ccc(C2=NN(C=O)C(c3cn(Cc4ccc(Cl)cc4)c4ccccc34)C2)cc1 (configuration not stated) returned HL-60(TB) 73.2.
O=C(/C(=N/Nc1ccccc1)C(=S)Nc1ccccc1)c1ccccc1 was read as HL-60(TB) 99.5.
Screening COc1ccc(Cl)cc1NC(=O)c1cc2c(n1C)-c1nc(N)sc1CC2 returned HL-60(TB) 64.9.
O=[N+]([O-])CC(c1ccccc1)c1c[nH]c2ccccc12 (configuration not stated) was read as HL-60(TB) 7.9*.
`C=CCSc1ccc2c(c1)C(=O)Nc1ccccc1O2` gave HL-60(TB) 82.8.
CCc1c(C)c(=N)c2ccccc2n1C was read as HL-60(TB) 94.9.
Screening CC(=O)NC(CSC(c1ccccc1)(c1ccccc1)c1ccccc1)C(=O)O (configuration not stated) returned HL-60(TB) 123.3.
For CCC(=O)c1c(C)[nH]c(C)c1C the results were HL-60(TB) 92.8.
Screening COc1cc2oc(-c3cccc(NC(=O)c4cc(NC(=O)[C@H](C)N)ccc4C)c3)cc(=O)c2c(OC)c1OC returned HL-60(TB) 96.3.
For C=CCc1c[nH]c(=O)[nH]c1=O the results were HL-60(TB) 101.1.
Cc1ccc(/C=C/C2=NN(c3ccc(-c4ccccc4)nn3)C(c3ccc(C)o3)C2)o1 (configuration not stated) was read as HL-60(TB) 89.7.
Screening CC(C)c1nc2ccccc2n1CC(=O)N/N=C/c1ccc(OCc2ccccc2)cc1 returned HL-60(TB) 94.1.
Screening C/C=C(\C)C1(CCC)C(=O)NC(=S)NC1=O returned HL-60(TB) 81.2.
For COc1ccc(CN2CCCC(C(=O)c3ccc(C(F)(F)F)cc3)C2)c(O)c1 (configuration not stated) the results were HL-60(TB) 17.0.
For CN1CCCC(n2nc(Cc3ccc(Cl)cc3)c3ccccc3c2=O)CC1 (configuration not stated) the results were HL-60(TB) 81.7.
For N#CCCNNc1ccccc1 the results were HL-60(TB) 109.9.
O=C(/C=C/c1ccc2nc(-c3ccc(C(F)(F)F)cc3)sc2c1)c1cc(F)cc(F)c1 was read as HL-60(TB) 86.0.

Source: PubChem BioAssay (NCI)

Only part of the results is shown. The share of hits here may be higher or lower than overall.
